LAP4-GFP MLPCN: modulators of LAP4-GFP expression in yeast, primary screen, S. cerevisiae, multiplex flow cytometry, MLPCN library | AID 2023, 2009 | 320,000 compounds, 0.34% hits | 3 h; median GFP as percent of DMSO wells | GFP response vs DMSO, % at 10 µM;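 active = GFP response vs DMSO above a set limit, about the screen mean plus 3 SD, cut at about 150% in these data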
proCasp3 act: activators of human procaspase-3 D3A mutant, primary screen, biochemical, absorbance, PC-3 D3A mutant, single concentration; Caspase-3 (Homo sapiens), P42574; recombinant procaspase-3 D3A, Ac-DEVD-pNA absorbance 405 nm; activation, % at 8.5 µM; 330,000 compounds, 0.11% hits;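 active = activation above the mean of all tested compounds plus 3 SD, cut at about 21% in these data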;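 also: 0% = DMSO alone and 100% = DMSO wells spiked with extra 5 µM PC-3 D3A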
Target sequence (P42574 whole entry D9A/D28A/D175A): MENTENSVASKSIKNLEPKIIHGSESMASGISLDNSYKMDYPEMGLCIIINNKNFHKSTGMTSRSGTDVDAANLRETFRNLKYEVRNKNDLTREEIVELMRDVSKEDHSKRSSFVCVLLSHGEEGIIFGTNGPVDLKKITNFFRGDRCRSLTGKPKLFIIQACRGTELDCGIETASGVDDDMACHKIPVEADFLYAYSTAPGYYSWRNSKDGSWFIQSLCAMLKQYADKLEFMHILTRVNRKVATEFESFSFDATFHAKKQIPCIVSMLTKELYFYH
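assay system = Procaspase-3 D3A mutant | signal = absorbance at 405 nm, 0 and 120 min | times = 1 h preincubation plus 2 h reaction at 25 °C | repeats = single replicate | read-out = % activation between DMSO and enzyme-spiked controls | medium = Zinc-free HEPES saline buffer with Triton X-100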
MEP2 TOR yeast: modulators of MEP2-GFP levels in yeast, primary screen, S. cerevisiae, multiplex flow cytometry, MLPCN library | S. cerevisiae MEP2-GFP strain, 3 h; 100% = DMSO control level | GFP response vs DMSO, % at 10 µM | 330,000 compounds, 0.51% hits | AID 2016, 2009;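 active = GFP response versus DMSO above a set limit, roughly screen mean plus 3 SD, cut at about 180% in these data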;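 also: median GFP fluorescence of the barcode-gated MEP2-GFP cells per well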
AHR act: AHR activators, primary screen, cell-based, luminescence, luciferase reporter, human. AHR-responsive luciferase reporter cells. AID 2796, 2010. Aryl hydrocarbon receptor (Homo sapiens), P35869. 320,000 compounds, 2.5% hits. activation, % at 5 µM; in the data active = activation above about 47%;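 also: 0% = vehicle wells and 100% = reference agonist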
JMJD2C inh: inhibitors of GASC-1 histone demethylase, primary screen, biochemical, fluorescence, DELFIA europium; inhibition, % at 2.35 µM; Lysine-specific demethylase 4C (Homo sapiens), Q9H3R0; 330,000 compounds, 0.069% hits; GST-JMJD2C(1-420) H3K9me3 demethylation;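 active = more than half of a compound's replicate wells show inhibition beyond 50%, single wells judged on their own value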;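 also: signal counts dimethyl H3K9 product captured on neutravidin plate; 0% = median of DMSO wells and 100% = 0.3 times that DMSO median; strong numbers were not always called active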
Target sequence (Q9H3R0 1-420 limits assumed): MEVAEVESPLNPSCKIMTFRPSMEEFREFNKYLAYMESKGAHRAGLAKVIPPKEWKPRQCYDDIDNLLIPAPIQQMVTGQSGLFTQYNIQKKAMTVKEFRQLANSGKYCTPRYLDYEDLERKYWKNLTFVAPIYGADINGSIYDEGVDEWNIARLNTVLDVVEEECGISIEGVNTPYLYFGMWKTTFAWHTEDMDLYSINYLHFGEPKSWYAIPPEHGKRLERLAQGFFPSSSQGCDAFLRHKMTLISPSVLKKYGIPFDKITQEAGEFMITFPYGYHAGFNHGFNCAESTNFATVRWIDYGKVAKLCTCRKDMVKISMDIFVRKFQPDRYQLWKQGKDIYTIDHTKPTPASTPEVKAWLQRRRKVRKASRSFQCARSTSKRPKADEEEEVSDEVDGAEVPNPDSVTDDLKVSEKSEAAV
Yeast superoxide: reduction of superoxide in aged yeast, primary screen, HTS. AID 2690, 2010. S. cerevisiae aged cells, superoxide DHE fluorescence; hits give low values. superoxide response (% of plate mean), % at 10 µM. 330,000 compounds, 0.18% hits;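 active = superoxide response under a set limit, about three screen SD below normal, cut at about 65% in these data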;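 also: yeast aged for seven days with compound at 30 °C before DHE staining; 100% = average MFI of all compound-treated wells on the plate with controls excluded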
proCasp7 act: procaspase-7 activators, primary screen, counter-screen for procaspase-3 activator project, biochemical, absorbance, HTS, human; Caspase-7 (Homo sapiens), P55210; recombinant procaspase-7, Ac-DEVD-pNA absorbance 405 nm; D23A/D198A/D206A triple mutant, cannot self-cleave; scale: DMSO 0, 5 µM enzyme 100; activation, % at 8.5 µM; 330,000 compounds, 0.093% hits;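 active = percent activation above the screen-wide mean plus 3 SD, cut at about 25% in these data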
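Test system: Procaspase-7 triple mutant (PC-7 D3A). Also added: Ac-DEVD-pNA substrate, 400 µM as added. Schedule: 1 h enzyme–compound preincubation and 2 h substrate reaction, both 25 °C. Signal: p-Nitroaniline absorbance at 405 nm, read at 0 and 120 min. Control set: low DMSO alone, high DMSO plus 5 µM PC-7.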
RPL19A-GFP yeast: RPL19A-GFP expression modulators in yeast, primary screen, cell-based, S. cerevisiae, multiplex flow cytometry, MLPCN; S. cerevisiae RPL19A-GFP strain, 3 h; hits give low values; percent response vs DMSO, % at 10 µM; 330,000 compounds, 0.3% hits; AID 2025, 2009;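 active = percent response vs DMSO below 50%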;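 also: median channel GFP fluorescence of the barcoded RPL19A-GFP strain; ratio of sample median GFP to plate DMSO average so 100% = DMSO; lower means less RPL19A-GFP as with rapamycin TOR inhibition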
* hit, by the source's call; i = inactive; & = joins results of further samples.

SMILES | LAP4-GFP MLPCN | proCasp3 act | MEP2 TOR yeast | AHR act | JMJD2C inh | Yeast superoxide | proCasp7 act | RPL19A-GFP yeast
OCC[C@@H]1C[C@@H](O)[C@H](O)[C@]2(Cc3ccccc3CO2)O1 | 130.3 | 5.2 | 90.5 | -1.8 | -15.9 | 101.5 | 11.7 | 98.0
CCN(CC)CCCNCC(=O)Nc1cc(C)on1 | 113.3 | 4.3 | 91.2 | 1.9 | -13.3 | 127.0 | -1.5 | 95.5
CC(=O)Nc1ccc2nc3ccccc3nc2c1 | 103.1 | -5.0 | 91.6 | 4.7 | 4.9 | 52.0* | 2.3 | 93.4
O=C(c1ccccc1)c1ccc(OCCCN2CCCCC2)cc1 | 92.6 | -3.8 | 98.8 | 0.9 | -5.8 | 90.2 | -5.5 | 96.0
O=C(Cn1ccc(C(F)(F)F)n1)N/N=C/c1cccs1 | 94.0 | -7.2 | 109.0 | 3.3 | -2.2 | 90.6 | 1.5 | 103.8
Cc1nc2c(F)c(F)c(C(F)(F)F)c(F)c2[nH]1 | 98.6 | 2.2 | 94.8 | -1.6 | 10.8 | 83.6 | -2.4 | 100.0
O=C(NCCc1ccccc1)c1ccccc1NC(=O)C1CCCO1 (stereo not given) | 100.9 | 2.7 | 101.2 | -8.0 | 20.1 | 107.4 | 3.0 | 99.3
Cc1cccc(C)c1NC(=O)C1CC2CCC1C2 (stereo not given) | 96.0 | -9.3 | 101.2 | 1.8 | -9.9 | 97.7 | -2.3 | 100.5
CC1CCN(C(=O)c2[nH]cnc2C(=O)NCc2ccccc2)CC1 | 99.8 | 4.4 | 114.5 | 1.3 | 0.5 | 98.6 | 4.3 | 94.5
Cc1cccc(CCNC(=O)CCc2c(C)nc3ncnn3c2C)c1 | 106.8 | -2.5 | 104.2 | 1.2 | 21.4 | 93.5 | 4.0 | 97.3
COc1ccc(S(=O)(=O)N2CCCC2CNC(=O)c2cccc(OC)c2)cc1 (stereo not given) | 107.4 | 6.9 | 95.4 | -0.2 | 0.5 | 95.5 | 1.4 | 100.0
CCOC(=O)c1cc2occc2n1CC(=O)NC1CCC(C)CC1 (stereo not given) | 98.2 | -2.8 | 103.9 | -2.3 | 2.3 | 94.6 | 9.6 | 101.5
CCNc1nc(NCC)nc(N/N=C/c2ccc(OC)cc2)n1 | 109.7 | 7.3 | 104.0 | 18.2 | -3.8 | 96.3 | 6.0 | 100.4
CCCn1c(N)c(C(=O)CSc2nc3ccccc3n2CCC#N)c(=O)n(C)c1=O | 92.0 | 0.1 | 94.8 | 53.3* | i | 97.9 | -3.0 | 98.9
CCn1c(C)[n+](CCOCC[n+]2c(C)n(CC)c3cc(Cl)c(Cl)cc32)c2cc(Cl)c(Cl)cc21 | 97.8 | -7.5 | 97.7 | 2.5 | 1.1 | 83.6 | -10.5 | 98.2
Cc1cc(C)n2nc(SC(C)C(=O)NCc3ccco3)nc2n1 (stereo not given) | 93.9 | -8.7 | 102.9 | -0.8 | 1.4 | 100.0 | -4.8 | 98.5
COc1cc(C2c3c(-c4ccccc4O)n[nH]c3C(=O)N2Cc2ccco2)cc(OC)c1OC (stereo not given) | 106.7 | 0.2 | 104.1 | 5.5 | -37.1 | 107.8 | -3.7 | 98.9
COC(=O)C1=NN(C(C)=O)C2(CC(=O)N(c3cc(C)cc(C)c3)C2=O)C1 (stereo not given) | 106.3 | -7.2 | 98.2 | 0.0 | -8.9 | 91.4 | -10.0 | 97.2
CCOC(=O)c1cnn(-c2cc(C)cc(C)c2)c1N | 114.9 | -0.6 | 96.3 | 1.6 | 6.3 | 95.3 | -2.2 | 97.4
Cc1cc(C(=O)N/N=C/c2ccc3c(c2)OCO3)c2ccccc2n1 | 102.9 | -2.8 | 95.8 | 10.2 | -5.7 | 104.0 | 14.6 | 101.2
CCC(C)(C)NC(=O)C(OC(=O)c1ccco1)c1ccc(OC)cc1 (stereo not given) | 81.7 | -5.8 | 99.2 | 4.4 | -3.5 | 100.9 | 10.9 | 105.3
Cc1cccc(CCNC(=O)Cc2ccc(NC3=NC4CS(=O)(=O)CC4S3)cc2)c1 (stereo not given) | 101.6 | 7.4 | 97.3 | -0.9 | 34.7 | 103.4 | -4.8 | 105.3
CCOc1ccc(NC(=O)CN(C)C(=O)c2cccnc2Sc2ccc(Cl)cc2)cc1OCC | 98.0 | 13.8 | 93.0 | 0.5 | i | 99.8 | 9.0 | 90.7
O=C1NC(=O)C(c2ccccc2)(c2ccccc2)N1 | 129.2&93.0 | 14.0&2.8 | 96.7&94.9 | -0.4&-0.7 | 20.0&-14.7 | 109.7&112.7 | 9.4&2.2 | 96.8&100.1
O=C(c1cccs1)N(Cc1cc2ccccc2[nH]c1=O)c1ccccc1 | 81.1 | -2.5 | 94.8 | -1.3 | 0.4 | 99.7 | -5.8 | 101.6
O=C(N/N=C/c1ccc2c(c1)OCO2)C(=O)N1CCCC1 | 112.4 | -3.7 | 106.5 | 38.1 | -32.2 | 92.6 | 2.1 | 96.7
CC(c1ccco1)N(C(=O)Nc1ccccc1)C1CCCCC1 (stereo not given) | 99.1 | -6.0 | 100.9 | 0.1 | 1.7 | 125.3 | 5.2 | 95.3
COC(=O)c1ccccc1NC(=O)C1CC(=O)N(c2ccccc2)C1 (stereo not given) | 112.9 | 7.0 | 105.3 | -7.4 | -20.2 | 89.3 | 1.8 | 99.6

Arranged by molar mass (lowest first): 13 of the compounds above
SMILES | LAP4-GFP MLPCN | proCasp3 act | MEP2 TOR yeast | AHR act | JMJD2C inh | Yeast superoxide | proCasp7 act | RPL19A-GFP yeast
O=C1NC(=O)C(c2ccccc2)(c2ccccc2)N1 | 129.2&93.0 | 14.0&2.8 | 96.7&94.9 | -0.4&-0.7 | 20.0&-14.7 | 109.7&112.7 | 9.4&2.2 | 96.8&100.1
CCOC(=O)c1cnn(-c2cc(C)cc(C)c2)c1N | 114.9 | -0.6 | 96.3 | 1.6 | 6.3 | 95.3 | -2.2 | 97.4
O=C(N/N=C/c1ccc2c(c1)OCO2)C(=O)N1CCCC1 | 112.4 | -3.7 | 106.5 | 38.1 | -32.2 | 92.6 | 2.1 | 96.7
CC(c1ccco1)N(C(=O)Nc1ccccc1)C1CCCCC1 (stereo not given) | 99.1 | -6.0 | 100.9 | 0.1 | 1.7 | 125.3 | 5.2 | 95.3
CCNc1nc(NCC)nc(N/N=C/c2ccc(OC)cc2)n1 | 109.7 | 7.3 | 104.0 | 18.2 | -3.8 | 96.3 | 6.0 | 100.4
Cc1cc(C)n2nc(SC(C)C(=O)NCc3ccco3)nc2n1 (stereo not given) | 93.9 | -8.7 | 102.9 | -0.8 | 1.4 | 100.0 | -4.8 | 98.5
Cc1cc(C(=O)N/N=C/c2ccc3c(c2)OCO3)c2ccccc2n1 | 102.9 | -2.8 | 95.8 | 10.2 | -5.7 | 104.0 | 14.6 | 101.2
COC(=O)C1=NN(C(C)=O)C2(CC(=O)N(c3cc(C)cc(C)c3)C2=O)C1 (stereo not given) | 106.3 | -7.2 | 98.2 | 0.0 | -8.9 | 91.4 | -10.0 | 97.2
O=C(c1cccs1)N(Cc1cc2ccccc2[nH]c1=O)c1ccccc1 | 81.1 | -2.5 | 94.8 | -1.3 | 0.4 | 99.7 | -5.8 | 101.6
CCCn1c(N)c(C(=O)CSc2nc3ccccc3n2CCC#N)c(=O)n(C)c1=O | 92.0 | 0.1 | 94.8 | 53.3* | i | 97.9 | -3.0 | 98.9
Cc1cccc(CCNC(=O)Cc2ccc(NC3=NC4CS(=O)(=O)CC4S3)cc2)c1 (stereo not given) | 101.6 | 7.4 | 97.3 | -0.9 | 34.7 | 103.4 | -4.8 | 105.3
CCOc1ccc(NC(=O)CN(C)C(=O)c2cccnc2Sc2ccc(Cl)cc2)cc1OCC | 98.0 | 13.8 | 93.0 | 0.5 | i | 99.8 | 9.0 | 90.7
CCn1c(C)[n+](CCOCC[n+]2c(C)n(CC)c3cc(Cl)c(Cl)cc32)c2cc(Cl)c(Cl)cc21 | 97.8 | -7.5 | 97.7 | 2.5 | 1.1 | 83.6 | -10.5 | 98.2

Source: PubChem BioAssay
